Anesthetic bind – binds horse apoferritin like a general anesthetic. P02791. apoferritin/1-aminoanthracene competitive binding, fluorescence. Potency, µM (top dose mostly 77.5 µM), without a hit: at the highest dose activity change, negative = displacement, actives largely listed as inhibitors. actives 0.074% (n = 350,000); note: potency is the fitted concentration of half-maximal effect; % is set by controls: 0 for no effect and ±100 for the full control effect; nearly all actives have a fitted effect of over 20% in size
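Horse-spleen apoferritin (10 uM) in 50% saturated 1-aminoanthracene in PBS was incubated 10 min at room temperature with compound. Fluorescence (ex 380, em 535 nm) was normalized to free and bound 1-AMA, with concentration-response fitted by a four-parameter Hill equation.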
Pol eta inh – inhibitors of human DNA polymerase eta. Q9Y253. recombinant Pol eta, fluorescent DNA replication assay. AID 588591. actives 1.2% (n = 390,000). Potency, µM (series often up to 114 µM), without a hit: at the highest dose activity change, negative = inhibition, actives largely listed as inhibitors; note: potency is the fitted concentration of half-maximal effect; % is set by controls: 0 for no effect and ±100 for the full control effect
Target sequence (Q9Y253 whole entry, looked up): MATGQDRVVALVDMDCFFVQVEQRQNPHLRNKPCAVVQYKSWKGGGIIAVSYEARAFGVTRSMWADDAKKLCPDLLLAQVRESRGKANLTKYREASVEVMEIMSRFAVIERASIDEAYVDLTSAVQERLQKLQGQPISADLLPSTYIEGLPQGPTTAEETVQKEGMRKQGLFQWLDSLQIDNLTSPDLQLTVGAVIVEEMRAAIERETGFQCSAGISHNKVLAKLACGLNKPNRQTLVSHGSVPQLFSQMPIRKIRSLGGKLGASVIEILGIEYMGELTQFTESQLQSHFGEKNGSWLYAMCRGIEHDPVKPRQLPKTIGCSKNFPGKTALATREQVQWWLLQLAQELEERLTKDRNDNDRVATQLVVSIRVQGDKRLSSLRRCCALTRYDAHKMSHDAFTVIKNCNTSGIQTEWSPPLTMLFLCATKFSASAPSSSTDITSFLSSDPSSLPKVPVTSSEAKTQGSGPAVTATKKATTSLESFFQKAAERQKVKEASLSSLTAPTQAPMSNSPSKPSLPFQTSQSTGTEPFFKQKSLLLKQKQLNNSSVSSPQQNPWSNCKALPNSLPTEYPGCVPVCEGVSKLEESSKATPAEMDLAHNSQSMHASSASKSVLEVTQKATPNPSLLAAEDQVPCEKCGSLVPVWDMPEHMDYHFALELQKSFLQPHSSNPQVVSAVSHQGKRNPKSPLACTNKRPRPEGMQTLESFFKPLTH
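Pol eta (10 nM) was preincubated with compounds for 15 min at room temperature, after which fluorescent replication substrate (50 nM final) was added to start the reaction. Fluorescence was read kinetically at 0 and 10 min.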
Pol kappa inh – inhibitors of human DNA polymerase kappa; purified Pol kappa, fluorescent DNA synthesis assay, 10 min; Potency, µM (top dose mostly 107 µM), inactives show at the highest dose activity, negative = inhibition, actives largely listed as inhibitors; actives 0.53% (n = 400,000); AID 588579; note: potency is the fitted concentration of half-maximal effect; % is set by controls: 0 for no effect and ±100 for the full control effect
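Kinetic fluorescence screen: compound preincubated 15 min RT with 10 nM enzyme; 50 nM substrate (final) initiates; reads at 0/10 min.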
Pol beta inh – inhibitors of human DNA polymerase beta | P06746 | Pol beta primer extension/strand displacement, fluorescence kinetic | Potency, µM (highest dose often 114 µM), without a hit: top-dose activity change, negative = inhibition, hits mostly inhibitors | actives 1.3% (n = 340,000) | AID 485314; note: potency is the fitted concentration of half-maximal effect; % is set by controls: 0 for no effect and ±100 for the full control effect
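Preincubation: enzyme (10 nM) with compound, 15 min, RT. Reaction: substrate added to 50 nM final. Reads: 0 and 10 min. Analysis: normalized, Hill fit.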
ERG Ets-DNA blk – ERG Ets/DNA interaction inhibition. fluorescence polarization, His-ERG Ets domain / labelled DNA. actives 0.028% (n = 370,000). AID 624246. Potency, µM (series often up to 76.9 µM), inactives show at the highest dose FP activity, negative = inhibition, most hits filed as inhibitors. P11308; active = well fitted inhibition curve with a large enough effect in the polarisation, with a control signal flat; inconclusive = small, poorly fitted or top-dose-only effect, or effect the other way, or a change in a side signal; inactive = no such curve, though single readings can be large or run the other way; the % refers to the polarisation;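 note: polarization taken with two DNA probes labelled with fluorescein and Texas red; potency is the fitted concentration of half-maximal effect; % of control where 0% means no effect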
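His-tagged ERG Ets domain (1 uM in the protein solution; 300mM KCl, 50mM Tris-HCl, 1mM EDTA, 1mM DTT, pH 7.5) received compound, then a probe mix of 5 nM fluorescein-DNA and 100nM Texas-615-DNA. Fluorescence polarization was read for both dyes.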
RGS4 inhibitor – blocks human RGS4-accelerated GTP hydrolysis; Potency, µM (highest dose often 114 µM), for the others: top-dose activity change, negative = inhibition, usual class: inhibitors; actives 0.039% (n = 390,000); P49798; Transcreener GDP fluorescence polarization, RGS4-accelerated GTP hydrolysis; note: potency is the fitted concentration of half-maximal effect; % is set by controls: 0 for no effect and ±100 for the full control effect; nearly all actives have a fitted effect of over 75% in size; some results filed as inactive show a strong effect at the top dose
Target sequence (P49798 whole entry, looked up): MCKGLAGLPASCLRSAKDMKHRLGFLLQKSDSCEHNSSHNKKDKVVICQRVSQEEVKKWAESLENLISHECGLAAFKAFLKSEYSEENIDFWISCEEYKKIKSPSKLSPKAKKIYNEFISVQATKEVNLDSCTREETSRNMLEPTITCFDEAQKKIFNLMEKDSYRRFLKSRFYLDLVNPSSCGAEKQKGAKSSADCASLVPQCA
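MLSMR compounds (23 nl, pin-transferred) preincubated 10 min at room temperature with a 500nM (2x) first reagent, then RGS4 at 900nM (2x) plus Transcreener GDP mix added; fluorescence polarization (620/688 nm) read before and after 90 min at 30 °C.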
LDHA inh – blocks human lactate dehydrogenase A | P00338 | purified LDHA, NADH/diaphorase-resazurin fluorescence; stronger effect = lower value | activity change, % (values are at about 110 or 230 µM) | actives 0.15% (n = 480,000); in the data active = activity change below about -30%; inconclusive = mostly about -25% to -30%;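 note: plate controls were DMSO wells for no effect and wells without enzyme for full effect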
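Resorufin fluorescence (ex540/em590), read at 0 and 20 min after diaphorase/resazurin addition, reports the NADH left after a 5 min room-temperature reaction of 2 nM human LDH5 with 0.06 mM NADH and 0.2 mM pyruvate.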
12-LOX inh – blocks human arachidonate 12S-lipoxygenase. P18054. purified 12hLO, xylenol orange hydroperoxide absorbance. Potency, µM (series often up to 108 µM), without a hit: at the highest dose activity change, negative = inhibition, usual class: inhibitors. actives 1.1% (n = 580,000). AID 1671190; note: potency is the fitted concentration of half-maximal effect; % is set by controls: 0 for no effect and ±100 for the full control effect
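Purified human 12hLO at 150 nM in 25 mM Hepes, 0.01% Triton X-100, pH 7.0, preincubated 15 min at room temperature with compound. Reaction started with 40 uM arachidonic acid, 30 min at room temperature. Hydroperoxide measured by Fe-xylenol orange, 573/405 nm absorbance ratio.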
APE1 inh – inhibitors of human APE1 endonuclease; recombinant APE1, TAMRA/BHQ-2 abasic DNA cleavage fluorescence; Potency, µM (series often up to 65.8 µM), for inactives: top-dose activity change, negative = inhibition, hits mostly inhibitors; AID 2517; actives 0.35% (n = 350,000);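 note: potency is the fitted concentration of half-maximal effect; plate controls were vehicle for no effect and reference inhibitor for full effect; nearly all actives have a fitted effect of over 55% in size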
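Incision of a quenched TAMRA/BHQ-2 THF abasic-site duplex (50 nM) by 0.75 nM APE1, after 15 min compound preincubation, measured as fluorescence increase over three 60 s reads. Values normalized to buffer, DMSO and NSC13755 control wells.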
* hit, by the source's call; ? = inconclusive; / = not tested or not shown; [ ] = remark or other dose. Unless noted, calls come from the whole dose curve; as a rule, active = well fitted curve in the direction sought with a large enough effect; inconclusive = small, poorly fitted or top-dose-only effect, or another doubt; inactive = no such curve, though single readings can be large; an effect the other way counts as inactive or inconclusive.

Structure | Anesthetic bind | Pol eta inh | Pol kappa inh | Pol beta inh | ERG Ets-DNA blk | RGS4 inhibitor | LDHA inh | 12-LOX inh | APE1 inh
COc1ccc(Cl)cc1N(CC(=O)N1CCCCCC1)S(C)(=O)=O | 0% | -20% | 2% | 64% | -6% | 20% | -4 | -22% | -4%
Cc1onc(-c2ccccc2)c1C(=O)n1cccn1 | -10% | 8% | 2% | -13% | 6% | -3% | 0 | 0% | 4%
CCN(CC)S(=O)(=O)c1cccc(NN=c2c(=O)c3ccccc3c2=O)c1 | 2% | 8% | -23% | 11% | -5% | 11% | 10 | -11% | 1%
CC12CCC(=O)N1C(C(=O)N1CCN(S(=O)(=O)c3cccc(Cl)c3)CC1)CS2 (centres undefined) | / | -23% | -3% | / | 0% | -9% | -4 | -2% | 7%
Cc1c(NC(=O)Nc2ccccc2)cccc1[N+](=O)[O-] | 2% | -1% | 0% | 3% | -10% | 4% | -3 | 7% | 10%
CSc1nsc(NC(=O)Nc2ccccc2)n1 | / | -10% | 5% | / | -1% | -13% | -2 | -13% | /
CCc1c(C)nc2ncnn2c1N1CCCC(C(=O)Nc2ccc(NC(C)=O)cc2)C1 (centres undefined) | -13% | -12% | -10% | 15% | -1% | 5% | 0 | 479%[activator] | 2%
O=C1Nc2ccccc2Oc2cc(Oc3cccc(Cl)c3)ccc21 | -19% | -16% | -5% | 4% | -2% | 5% | -2 | ? | /
CCOC(=O)c1c(N)sc2c1CCN(CCc1ccccc1)C2 | -11% | -9% | -12% | ? | 3% | 24% | 0 | 0% | -8%
CC(C)N=C(Nc1ccccc1)c1cccnc1 | -5% | -3% | 1% | 7% | -1% | -24% | -4 | -10% | -4%
COc1ccccc1/C=C(/C(=O)OCC(=O)Nc1ccccc1C(C)C)c1ccccc1 | -24% | -14% | -5% | -16% | 0% | 8% | 0 | 2% | -3%
CCCOCc1cc(CN2CCN(c3ccccc3OC)CC2)c(O)c2ncccc12 | ? | -16% | -10% | 0% | 5% | 13% | 31 | ? | /
c1ccc(-c2nnc(N3CCOCC3)c3ccccc23)cc1 | -14% | -22% | -13% | -1% | -5% | -10% | -2 | -8% | 12%
Cc1ccc(CCNC(=O)C2CCC(=O)N2Cc2cccnc2)cc1 (centres undefined) | 24% | -3% | -23% | 0% | 3% | -2% | -1 | 10% | 0%
COc1ccc(/C(O)=C2/C(=O)C(=O)N(CCCN(C)C)C2c2ccccc2)cc1OC (centres undefined) | 2% | -16% | 0% | 0% | -1% | -40% | -4 | -9% | -1%
CCc1cccc(NC(=O)c2ccc3c(=O)n4c(nc3c2)CCCCC4)c1 | ? | -10% | -10% | -21% | -2% | -18%[11.4 µM] | -2 | 0% | -4%
COc1cc(NC(=O)Cn2cnc3c(nc4n3CCCCC4)c2=O)cc(OC)c1OC | -9% | -8% | 7% | -29% | 7% | 15%[11.4 µM] | 1 | -9% | 28%
O=C(/C=C/c1ccco1)N1CCN(c2ccc(F)cc2)CC1 | -11% | -19% | 5% | ? | -5% | -23% | -9 | ? | -10%
Cc1ccc(F)cc1NC(=O)CCC(=O)c1cccs1 | ? | -6% | -2% | 3% | -2% | -7% | -1 | 0% | -2%
CCOc1ccc(CCNC(=O)c2csc3c2CCCCC3)cc1 | -6% | -3% | 3% | 41% | -5% | 0% | -7 | -7% | /
CCc1ccc(C(=O)c2cn(CC(=O)NCCc3ccccc3)c3nc(C)ccc3c2=O)cc1 | -3% | -10% | -16% | ? | 11% | 11% | -4 | -33% | /
Cc1cc(NC(=O)CSc2nnc(NCc3ccco3)s2)no1 | / | -13% | -9% | / | -1% | 1% | -8 | 25% | -18%
Cc1cccc(C(=O)N(Cc2nc3ccccc3c(=O)[nH]2)C2CCCCC2)c1 | ? | -10% | -9% | -16% | -1% | -4% | -8 | 1% | 0%
COc1ccc(Cl)cc1NC(=O)NCc1ccccn1 | -3% | 5% | -1% | 0% | 4% | -8% | -1 | 5% | 32%[activator]
O=C(CN1C(=O)NC2(CCCCC2)C1=O)NCCCSc1ccccc1 | / | 5% | 7% | / | 1% | 24% | -4 | 13% | -1%
CCc1cc(C)cc(OCCNC(=O)c2ncn[nH]2)c1 | 1% | -4% | -5% | -1% | / | 3% | -1 | 12% | -1%
CCOc1ccc(-c2nnc(SCC(=O)NCc3ccccc3)nc2-c2ccc(OCC)c(OC)c2)cc1OC | -8% | -9% | -8%[60.1 µM] | -6% | -2% | -10% | -3 | -27% | /
N#Cc1cc2ccccc2nc1SCC(=O)Nc1ccc(S(=O)(=O)N2CCCC2)cc1 | -18% | -17% | -3% | 1% | 12% | -3% | 0 | 0% | 0%
CCOC(=O)C1(Cc2cccc(F)c2)CCN(Cc2cnn(CC)c2C)CC1 | -3% | -9% | -10% | ? | 1% | 15% | -8 | -13% | 16%
CCOC(=O)c1ccc(NC(=O)CCSCCc2ccccn2)cc1 | -7% | -15% | -8% | 5% | -5% | 23% | -3 | -1% | -2%
O=[N+]([O-])c1cccc(N2Cc3ccccc3C2)c1 | ? | -16% | -5% | -1% | 3% | -35% | 7 | ? | -1%
Cc1ccc(C(=O)n2cnnc2N)cc1 | -5% | -14% | -8% | 26% | -4% | -36% | -11 | -16% | -1%
Cc1cccc(C)c1NC(=O)CN(C)C(=O)c1ccccc1Cc1ccccc1 | / | -19% | -5% | / | 9% | -17% | -3 | -16% | -15%
COc1ccccc1NC(=O)COc1ccc(/C=N/NC(=O)CSCc2ccc(Cl)cc2)cc1 | -6% | 0% | -10% | 4% | 3% | 12% | -10 | 0% | -4%
OC(COC(c1ccc(F)cc1)c1ccc(F)cc1)CN1CCCC1 (centres undefined) | -12% | -1% | 3% | -1% | 1% | 6% | ? | ? | -10%
COc1cccc(-c2cc(C(F)(F)F)n3ncc(C(=O)O)c3n2)c1 | 3% | -17% | -7% | 12% | 4% | 7% | -4 | 3% | 10%
COc1ccc(Cl)cc1NC(=O)Nc1ccc(C(=O)N2CCCC2)cc1 | -5% | -20% | -5% | 25% | 9% | -12% | -1 | -7% | 5%
O=C(COc1ccccc1F)Nc1ccc(N2CCOCC2)cc1N1CCOCC1 | / | -19% | 3% | / | -6% | -21% | -2 | -1% | 49%[activator]
Cc1ccccc1NC(NC(=O)c1cccnc1)C(Cl)(Cl)Cl (centres undefined) | -12% | -7% | -6% | 23% | / | -18% | 1 | -9% | -4%
Clc1ccc(CN2CCCCCC2)cc1 | -3% | 3% | 3% | 9% | 5% | 11% | -19 | 0.79µM* | 11%

Compound profiles (already shown). Values in the order: Anesthetic bind | Pol eta inh | Pol kappa inh | Pol beta inh | ERG Ets-DNA blk | RGS4 inhibitor | LDHA inh | 12-LOX inh | APE1 inh
COc1ccc(Cl)cc1NC(=O)Nc1ccc(C(=O)N2CCCC2)cc1 is listed as -5% | -20% | -5% | 25% | 9% | -12% | -1 | -7% | 5%
Cc1ccccc1NC(NC(=O)c1cccnc1)C(Cl)(Cl)Cl (centres undefined) is listed as -12% | -7% | -6% | 23% | / | -18% | 1 | -9% | -4%
Cc1cccc(C(=O)N(Cc2nc3ccccc3c(=O)[nH]2)C2CCCCC2)c1 is listed as ? | -10% | -9% | -16% | -1% | -4% | -8 | 1% | 0%
Cc1cc(NC(=O)CSc2nnc(NCc3ccco3)s2)no1 is listed as / | -13% | -9% | / | -1% | 1% | -8 | 25% | -18%

More records:
Structure | Anesthetic bind | Pol eta inh | Pol kappa inh | Pol beta inh | ERG Ets-DNA blk | RGS4 inhibitor | LDHA inh | 12-LOX inh | APE1 inh
CCN1CCN(C(c2ccc(SC)cc2)c2c(O)cc(C)n(Cc3ccco3)c2=O)CC1 (centres undefined) | 64%[activator] | -6% | -12%[60.1 µM] | 1% | -1% | -2% | -7 | ? | /
COc1cc(OC)c(C2C3=C(CCCC3=O)Nc3nc4ccccc4n32)cc1OC (centres undefined) | -1% | -1% | -5% | -19% | 18% | 6% | -1 | 19% | 3%
O=C(NCc1cccc(F)c1)C1CCCN(C(=O)N2CCOc3ccccc32)C1 (centres undefined) | 8% | 4% | 0% | 1% | 3% | 2% | -11 | 2% | /
CCOc1ccc(/C=C(/NC(=O)c2ccc(Cl)cc2)C(=O)O)cc1OCC | 1% | -13% | 10% | 1% | -1% | -5% | -5 | 17% | -2%

Three compounds out of the list above, sorted by the value under LDHA inh, descending.
SMILES	Pol eta inh	Pol kappa inh	ERG Ets-DNA blk	RGS4 inhibitor	LDHA inh	12-LOX inh
COc1ccc(Cl)cc1NC(=O)Nc1ccc(C(=O)N2CCCC2)cc1	-20%	-5%	9%	-12%	-1	-7%
O=C(COc1ccccc1F)Nc1ccc(N2CCOCC2)cc1N1CCOCC1	-19%	3%	-6%	-21%	-2	-1%
Cc1c(NC(=O)Nc2ccccc2)cccc1[N+](=O)[O-]	-1%	0%	-10%	4%	-3	7%

These rows are one share of the data (hit frequency here may not be typical).
